Compound activity as filed in PubChem.
CHT inh – inhibitors of human choline transporter CHT | actives 0.86% (n = 310,000) | CHT-expressing cells, membrane potential dye, choline response; active compounds read low | B-score at 10 µM | AID 488975, 2010;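 active means B-score over 3 SD under the library average, and starting fluorescence ratio not unusually high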;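 further: choline stimulus applied at its EC90 after an EC20 pre-addition; B-score computed on integrated fluorescence ratio after choline addition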
Target sequence (Q9GZV3 whole entry, looked up): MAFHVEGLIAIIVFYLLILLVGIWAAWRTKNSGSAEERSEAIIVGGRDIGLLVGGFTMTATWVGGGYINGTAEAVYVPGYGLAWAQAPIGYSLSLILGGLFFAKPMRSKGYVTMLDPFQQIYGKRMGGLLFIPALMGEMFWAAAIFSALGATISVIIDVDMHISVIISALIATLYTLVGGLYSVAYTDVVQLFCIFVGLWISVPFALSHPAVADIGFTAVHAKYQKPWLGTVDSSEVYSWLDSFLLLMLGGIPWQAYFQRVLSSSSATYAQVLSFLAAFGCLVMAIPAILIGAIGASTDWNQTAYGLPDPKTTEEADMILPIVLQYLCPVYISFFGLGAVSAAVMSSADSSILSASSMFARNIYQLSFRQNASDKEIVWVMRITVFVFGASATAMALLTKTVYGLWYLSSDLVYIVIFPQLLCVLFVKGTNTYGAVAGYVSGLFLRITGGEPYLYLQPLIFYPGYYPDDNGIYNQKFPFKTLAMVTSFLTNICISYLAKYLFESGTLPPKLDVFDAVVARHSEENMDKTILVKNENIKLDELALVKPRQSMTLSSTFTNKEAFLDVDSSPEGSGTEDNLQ
CHT PAM – CHT positive allosteric modulators, primary screen, cell-based, membrane potential dye, choline EC20 | actives 0.49% (n = 310,000) | CHT-expressing cells; active compounds read high; LV-AA mutant CHT in HEK293 cells | B-score at 10 µM;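 active means initial fluorescence not abnormally high and integrated response B-score, plate-corrected, over 3 SD above library mean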
The depositor's hits bear a star; i = inactive.

No.	molecule	CHT inh	CHT PAM
1	CCCc1cc(N2CCN(C(=O)c3ccco3)CC2)n2c(nc3ccccc32)c1C#N	i	i
2	O=C(Nc1nc2ccccc2[nH]1)NC1CCCCC1	i	i
3	CSCCC(NC(=O)c1ccc(Cl)cc1)C(=O)O (stereo not given)	i	i
4	COCCC(=O)N1CCc2ccc(NC(=O)c3ccc(C(F)(F)F)cc3)cc2C1	i	i
5	CCn1c(SCC(=O)NC2CCCC2)nnc1-c1ccccn1	i	i
6	O=C(N/N=C/c1c(O)ccc2ccccc12)c1ccc(Br)o1	i	i
7	CCOc1ccc2[nH]c3nc(SCC(=O)NCC4CCCO4)nnc3c2c1 (stereo not given)	i	i
8	O=C(NC(=S)N(Cc1ccccc1)c1ccccn1)C1CCCCC1	i	i
9	O=c1[nH]oc(O)c1-c1ncc(C(F)(F)F)cc1Cl	i	i
10	O=C(c1cccnc1)N1CCN(C(=O)c2cccs2)CC1	i	i
11	COc1c(/C=N/NC(=O)c2ccccc2O)c(CCN(C)C(C)=O)cc2c1OCO2	i	i
12	Cn1c(CCNC(=O)c2ccco2)nc2cc(NC(=O)C3CCCCC3)ccc21	i	i
13	Cc1ccc(C(=O)N/C(=C/c2ccc(Cl)cc2)C(=O)Nc2cccc(C(=O)O)c2)cc1	i	i
14	COc1cc(OC)cc(C(=O)Nc2cc(NC(=O)c3ccco3)ccc2OC)c1	i	i
15	O=C(Nc1ccc2nc(-c3cccnc3)[nH]c2c1)c1ccco1	i	i
16	O=C1CC(N2CCN(c3ccccc3Cl)CC2)C(=O)N1c1ccccc1 (stereo not given)	i	i
17	C=CCn1c(SCC(=O)N2CCCC2)nc2scc(-c3cccs3)c2c1=O	i	i
18	Cc1ccc(S(=O)(=O)NCCSC(C)(C)C)cc1	i	i
19	FC(F)(F)c1cccc(NC(=S)NNC(=S)Nc2cccc(C(F)(F)F)c2)c1	i	i
20	CCOC(=O)N1CCN(C(=O)c2ccccc2NC(=O)COc2ccccc2)CC1	i	i
21	Cc1c(C(=O)NCCN2CCOCC2)oc2ccc(S(=O)(=O)N3CCCCCC3)cc12	i	i
22	Cc1c(C(=O)Oc2cccc3cccnc23)cccc1[N+](=O)[O-]	i	i
23	O=C1OC(Nc2nc3ccccc3s2)c2ccccc21 (stereo not given)	i	i
24	Cc1ccc2nc(C)c(C(=O)N/N=C/c3cccs3)cc2c1	i	i
25	COC(CNC(=O)c1c[nH]c2ccc(S(=O)(=O)N3CCOCC3)cc2c1=O)OC	i	i
26	C=CCN1CCN(C(c2ccccc2OC)c2nnnn2C(C)(C)C)CC1 (stereo not given)	i	i
27	COc1cc(OC)c(OC)cc1CNC(=O)c1ccc(COc2ccccc2)cc1	i	i
28	Cn1cc(C(=O)NCN2CCCCC2)c2ccccc21	i	i
29	Oc1ccccc1/C=N/Nc1cccc2cccnc12	i	i
30	O=C1/C(=C/c2ccccc2F)SC(=S)N1CCC(=O)N1CCCCC1CCO (stereo not given)	i	i

7 entries picked at random from those above, as already listed:
No.	molecule	CHT inh	CHT PAM
29	Oc1ccccc1/C=N/Nc1cccc2cccnc12	i	i
17	C=CCn1c(SCC(=O)N2CCCC2)nc2scc(-c3cccs3)c2c1=O	i	i
26	C=CCN1CCN(C(c2ccccc2OC)c2nnnn2C(C)(C)C)CC1 (stereo not given)	i	i
16	O=C1CC(N2CCN(c3ccccc3Cl)CC2)C(=O)N1c1ccccc1 (stereo not given)	i	i
4	COCCC(=O)N1CCc2ccc(NC(=O)c3ccc(C(F)(F)F)cc3)cc2C1	i	i
5	CCn1c(SCC(=O)NC2CCCC2)nnc1-c1ccccn1	i	i
15	O=C(Nc1ccc2nc(-c3cccnc3)[nH]c2c1)c1ccco1	i	i

By substructure: those above with a CF3 group.
No.	molecule	CHT inh	CHT PAM
4	COCCC(=O)N1CCc2ccc(NC(=O)c3ccc(C(F)(F)F)cc3)cc2C1	i	i
9	O=c1[nH]oc(O)c1-c1ncc(C(F)(F)F)cc1Cl	i	i
19	FC(F)(F)c1cccc(NC(=S)NNC(=S)Nc2cccc(C(F)(F)F)c2)c1	i	i

Continued:
No.	molecule	CHT inh	CHT PAM
31	CCN(CC)C(=O)CSc1nc(O)c(Cc2ccccc2)c(=O)n1-c1ccccc1	i	i
32	O=C(O)CCSCc1ccccc1F	i	i
33	COc1cc(N=c2oc3c(C)ncc(CO)c3cc2C(N)=O)cc(OC)c1OC	i	i
34	O=C(Cc1ccsc1)NNC(=O)c1ccccc1Cl	i	i
35	CSc1nnc(-c2ccncc2)n1CCCN1CCCC1=O	i	i
36	Cc1oc(/N=C/c2cccc3ccccc23)c(C#N)c1C	i	i
37	Cc1ccc(S(=O)(=O)n2nc(-c3ccc(Cl)cc3)nc2NCc2ccco2)cc1	i	i
38	COc1cc(OC)cc(C(=O)NCC2CCCN(Cc3ccc(SC)cc3)C2)c1 (stereo not given)	i	i
39	C1CNCCOCCNCCN1	i	i
40	COc1cccc(Oc2cn[nH]c2-c2ccc(O)cc2O)c1	i	i
41	NC(=O)COC(=O)C1c2ccccc2Oc2ccccc21	i	i
42	Cc1cccc(N2C(=O)CC(N(C(=O)c3ccco3)c3cccc(C)c3)C2=O)c1 (stereo not given)	i	i
43	COc1ccc(/C(O)=C2/C(=O)C(=O)N(c3ccccn3)C2c2cccc(Cl)c2)cc1 (stereo not given)	-5.3*	i
44	Cc1ccccc1CSCC(=O)Nc1c(C)n(C)n(-c2ccccc2)c1=O	i	i
45	O=S(=O)(c1cc(Cl)cc(Cl)c1)N1CCCC1c1nc2ccccc2s1 (stereo not given)	i	i
46	COc1cc(CC(=O)Nc2sc3c(c2C(N)=O)CCCC3)cc(OC)c1OC	i	i
47	O=C(CN1C(=O)COc2ccccc21)N1CCN(c2ccccc2F)CC1	i	i
48	CC12CCC(C(=O)Nc3cccc(Cl)c3)(C(Br)C1=O)C2(C)C (stereo not given)	i	i
49	CSc1cc(-c2ccc(Cl)cc2)c(C(=O)N2CCCC2)s1	i	i
50	COc1ccc(CC(=O)NC(C)(C)CC(C)=O)cc1OC	i	i
51	O=C(O)CC(Cc1ccccc1)C(=O)Nc1ccc([N+](=O)[O-])cc1 (stereo not given)	i	i
52	COc1ccccc1/C=N/NC(=O)c1cccc2ccccc12	i	i
53	Cn1nnnc1SCC(=O)Nc1cc(S(=O)(=O)N2CCCC2)ccc1Cl	i	i
54	CCC(CC)N1CCN(C(=O)c2cccc(Cl)c2)CC1	i	i
55	Cc1ccc(Cl)cc1NC(=S)N(CCN(C)C)C(C)c1ccccn1 (stereo not given)	i	i
56	Nc1ccc2c(c1)C/C(=C/c1ccco1)C2=O	i	i
57	COc1ccc(C(C(=O)NC2CCCCC2)N(C(=O)Cc2c[nH]c3ccccc23)c2ccc(NC(C)=O)cc2)cc1OC (stereo not given)	i	i
58	N#C/C(=C(/O)COC(=O)CSc1ccc(Cl)cc1)c1nc2ccccc2[nH]1	i	i
59	C=CCC1c2cccc(C(=O)O)c2C(=O)N1c1ccc(Cl)cc1 (stereo not given)	i	i
60	CC1CCCC(C)N1/N=C/c1ccc(N(C)C)cc1 (stereo not given)	i	i
61	CCN1C(=O)c2c(C)nc3ccccc3c2C1=O	i	i
62	CC(=O)NC1=NC(=O)/C(=C/N2CCCCC2)S1	i	i
63	Cc1cc2nc(Cl)c(Cl)nc2cc1C	i	i
64	COc1ccc2nc(C)cc(N/N=C/c3cccc(OC)c3O)c2c1	i	i
65	O=C(Nc1nncs1)c1cc(S(=O)(=O)N2CCOCC2)ccc1Cl	i	i
66	COc1ccc(OC)c(N(CC(=O)N2CCCCC2)S(=O)(=O)c2ccc(OC)c(OC)c2)c1	i	i
67	O=C(Cc1ccc(Br)cc1)Nc1nc2ccccc2[nH]1	i	i
68	CCCN(CCC)C(=O)C1CCCN1S(=O)(=O)c1cccc2nsnc12 (stereo not given)	i	i
69	Cc1cccc(Nc2c(F)c(F)c(F)c(F)c2C(=O)O)c1	i	i
70	CC(C)C(=O)NNC(=O)c1csc(-c2cccs2)n1	i	i
71	COc1cc2nc(SCC(=O)NCCc3ccccc3)n(Cc3ccco3)c(=O)c2cc1OC	i	i
72	CCOc1ccc(N2C(=O)CN(C)C2=S)cc1	i	i
73	Cc1ncc(CN2CCN(C3CCCC3)C(CCO)C2)s1 (stereo not given)	i	i
74	CC(Cl)C(=O)Nc1c2c(nn1-c1ccccc1)CSC2 (stereo not given)	i	i
75	CC(C)(C)NC(=O)CN(Cc1cccs1)C(=O)CN1C(=O)C(=O)c2ccccc21	i	i
76	CCCN(CCC)S(=O)(=O)c1ccc2c(c1)CCCN2C(C)=O	i	i
77	Oc1[nH]c2ccccc2c1N=Nc1cccc(Cl)c1	i	i
78	CCN(CCCNC(=O)CCn1c(=O)[nH]c2ccsc2c1=O)c1ccccc1	i	i
79	C=CCn1c(Cc2cccs2)nnc1SCC(=O)NCc1ccco1	i	i
80	Cc1onc(-c2c(F)cccc2Cl)c1C(=O)NCc1ccc(F)cc1	i	i
81	COCc1[nH]nc2c1C(c1c(F)cccc1Cl)C(C#N)=C(N)O2 (stereo not given)	i	i
82	Clc1ccc(-n2c(SC/C=C/c3ccccc3)nnc2-c2cccnc2)cc1	i	i
83	CCc1ccc(N2CC(C(=O)Nc3cc(C)ccc3F)CC2=O)cc1 (stereo not given)	i	i
84	N#Cc1ccc(OCc2noc(-c3ccsc3)n2)cc1	i	i
85	O=C(c1ccccc1)n1nnc2ccccc21	i	i
86	COc1cccc(CCNC(=O)COc2cccc3c2OC(C)(C)C3)c1	i	i
87	CCCC[C@@H]1C[C@H]1[C@@H](NC(=O)c1ccco1)c1ccc(C(=O)OC)cc1	i	i
88	c1csc(C2=NNC(=NC3CCCCC3)SC2)c1	i	i
89	O=C(NCCN1CCCC1)c1ccc2c(c1)N(Cc1ccc(F)cc1)C(=O)c1ccccc1S2=O (stereo not given)	i	i
90	CCOC(=O)NNC(=S)Nc1c(C)n(C)n(-c2ccccc2)c1=O	i	i

Continued.
No.	molecule	CHT inh	CHT PAM
91	CCCC(C)C(=O)Nc1nc(C)c(-c2csc(Nc3cc(OC)ccc3OC)n2)s1 (stereo not given)	i	i
92	O=C(NCCCN1CCOCC1)c1ccc(S(=O)(=O)N2CCOCC2)cc1	i	i
93	O=C(O)c1ccc(-c2noc(-c3ccccc3F)n2)cc1	i	i
94	FCCCOc1ccc(CN2CCN(c3ccccc3F)CC2)cc1	i	i
95	CCN(CC)C(=O)c1ccc(N)cc1	i	i
96	Cc1cc(N2CCCC2)nc(SCC(=O)c2ccccc2)n1	i	i
97	CCc1cc(=O)oc2cc3occ(C)c3cc12	i	i
98	COc1cc2c(C(=O)O)c(C)n(-c3ccccc3)c2c2ccccc12	i	i
99	O=C(CCC(=O)Nc1ccc(F)cc1)N/N=C/c1ccc(F)cc1	i	i
100	CCOC(=O)C1(CCCc2ccccc2)CCN(CC(O)CO)CC1 (stereo not given)	i	i
101	CN(C)c1ccc(NC(=O)c2cccc([N+](=O)[O-])c2)c2ccccc12	i	i
102	COCCCNC(=S)NNC(=O)c1ccc2c(c1)OCO2	i	i
103	Cn1nnnc1SCc1csc(Nc2ccccc2)n1	i	i
104	O=C(CNC(=O)c1ccccc1)OC1CCCCC1	i	i
105	CS(=O)(=O)n1nc(-c2ccc(Cl)cc2)nc1SCc1ccccc1	i	i
106	O=C(NCc1ccco1)/C(=C/c1cccnc1)NC(=O)c1ccco1	i	i
107	CC(C)N(Cc1nc(-c2ccccc2)no1)C(=O)CN(C)S(=O)(=O)c1ccccc1	i	i
108	CC(C)Nc1nc(Oc2ccc(=O)n(-c3ccccc3)n2)nc(N(C)C)n1	i	i
109	CSc1ccccc1NC(=O)c1ccc(N2CC3CC(C2)c2cccc(=O)n2C3)c(NC(=O)c2cccnc2)c1 (stereo not given)	i	i
110	O=C(C1CC(c2ccc(F)cc2)=NO1)N1CCCc2ccccc21 (stereo not given)	i	i
111	COc1ccc(OC)c(S(=O)(=O)N2CCc3ccccc3C2)c1	i	i
112	CC(=O)c1ccc(NC(=O)C(C)Sc2nnc(C3CCCCC3)o2)cc1 (stereo not given)	i	i
113	CCOC(=O)Cc1csc(NC(=O)CCCCCN2C(=O)c3ccccc3C2=O)n1	i	i
114	Nc1nnc(-c2ccccc2)c(-c2ccccc2)n1	i	i
115	O=C(CSCSCC(=O)NCC1CCCO1)NCC1CCCO1 (stereo not given)	i	i
116	CC(C)(C)NC(=O)c1ccc(COc2ccccc2Br)o1	-6.3*	i
117	Cc1ccc([N+](=O)[O-])cc1NC1CC(O)C(CO)O1 (stereo not given)	i	i
118	O=C(CSc1nnc(-c2c[nH]c3ccccc23)o1)c1ccc(-c2ccccc2)cc1	i	i
119	CC(C)Sc1nnc(NC(=O)c2ccco2)s1	i	i
120	COc1ccc(C(=O)N2CCN(CCc3ccccc3)CC2)cc1[N+](=O)[O-]	i	i
121	Cn1c(N)c(C(=O)c2ccc(C#N)cc2)c(=O)n(C)c1=O	i	i
122	O=C(NC1CCN(Cc2ccccc2)CC1)C1CCN(S(=O)(=O)c2ccc(Cl)cc2)CC1	i	i
123	Cc1cc(C(C#N)c2ccc(Cl)cc2)c(Cl)cc1NC(=O)c1cc(I)cc(I)c1O (stereo not given)	i	i
124	CC(NS(=O)(=O)c1ccc(CCC(=O)NCC2CCCO2)cc1)c1ccccc1 (stereo not given)	i	i
125	COc1ccc(/C=N/NC(=O)c2cccc(COCC(F)(F)C(F)F)c2)cc1	i	i
126	O=C(Oc1ccc(Cl)c2cccnc12)N1CCCCCC1	i	i
127	O=C(Nc1ccccc1N1CCN(c2ccc(F)cc2)CC1)C12CC3CC(CC(C3)C1)C2	i	i
128	CCOc1ccc(NS(=O)(=O)c2ccc(C(=O)NCC(c3cccs3)N3CCOCC3)cc2)cc1 (stereo not given)	i	i
129	C=CCSc1cc(C)nc2c(-c3ccc(Cl)cc3)c(C)nn12	i	i
130	CCOc1ccc(CC(=O)NNC(=O)NC2CCCCC2)cc1	i	i
